Assay outcomes as filed in PubChem BioAssay.
OX1R antag-1: antagonists of human orexin 1 receptor (OX1R); 1.8% of 330,000 active; inhibition, % at 6.6 µM; AID 485270, 2010; OX1R-expressing cells, FRET antagonist read-out; Orexin/Hypocretin receptor type 1 (Homo sapiens), O43613; in the data active means inhibition mostly above about 38%, no sharp cut-off; inactive means mostly below about 40%;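 further: 0% = agonist challenge alone and 100% = reference antagonist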
Target sequence (O43613 whole entry, looked up): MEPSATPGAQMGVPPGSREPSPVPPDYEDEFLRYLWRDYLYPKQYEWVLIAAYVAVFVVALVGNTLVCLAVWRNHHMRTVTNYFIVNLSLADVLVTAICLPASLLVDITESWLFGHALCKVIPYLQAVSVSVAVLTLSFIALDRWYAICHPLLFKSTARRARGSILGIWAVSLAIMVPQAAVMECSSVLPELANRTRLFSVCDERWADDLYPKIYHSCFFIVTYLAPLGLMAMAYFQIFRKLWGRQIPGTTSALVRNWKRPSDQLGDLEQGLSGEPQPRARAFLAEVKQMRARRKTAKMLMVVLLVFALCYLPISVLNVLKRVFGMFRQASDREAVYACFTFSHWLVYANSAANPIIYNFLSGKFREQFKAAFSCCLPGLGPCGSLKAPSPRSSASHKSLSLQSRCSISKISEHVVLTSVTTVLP
OX1R antag-2: OX1R (HCRTR1) antagonists, primary screen, fluorescence, CHO/OX1R cells, Fluo-8 calcium, orexin A; 0.43% of 330,000 active; inhibition, % at 5 µM; AID 434989, 2010; Fluo-8 calcium fluorescence;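 active means inhibition above its plate's threshold, mean inhibition of all tested compounds on the plate plus 3 SD, cut at about 37% in these data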;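 further: 0% = orexin A challenge wells and 100% = SB-334867-A antagonist wells; not every result past the cut was called active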
Numbers without * were called inactive.

OX1R antag-1 | OX1R antag-2 | Compound
-18 | -35 | O=C(NC(=S)Nc1ccccc1N1CCCC1)c1ccccc1Br
17 | 8 | Cc1ccc(/C=c2\sc3nc(-c4ccco4)nn3c2=O)o1
1 | -8 | COc1ccc(CC(=O)Nc2nncs2)cc1OC
9 | -10 | O=C(OCC(=O)N1CCN(c2ccccc2)CC1)c1ccc(Cl)nc1
15 | -21 | COc1ccc(CP(=O)(c2ccccc2)c2ccccc2)cc1
2 | -11 | COc1cc(OC)cc(C(=O)NNC(=O)CN2C(=O)NC3(CCCC3)C2=O)c1
43 | -6 | O=C(O)c1ccc(-c2cccc([N+](=O)[O-])c2)o1
4 | -13 | Cc1ccc(C2(c3noc(CN(C)CCCN4CCOCC4)n3)CCCC2)cc1
19 | -27 | CC1CCCC(NC(=O)CSC2CCCCC2)C1C (configuration not stated)
30 | -21 | CCCNC(=O)CCn1nc(-c2ccc(Cl)cc2)c2ccccc2c1=O
9 | -14 | CCN(CC)CC#CCC(O)(c1ccccc1)c1ccccc1
7 | -22 | CC[C@@]1(C(=O)OC)N[C@H](CN(C)S(=O)(=O)c2ccccc2)[C@@H]2C(=O)N(Cc3ccccc3)C(=O)[C@@H]21
14 | 1 | C=CCC1c2cccc(C(=O)O)c2C(=O)N1c1cccc(C)c1 (configuration not stated)
13 | -44 | COc1cccc(N2CCN(CC(=O)C34CC5CC(CC(C5)C3)C4)CC2)c1
-1 | 9 | COc1ccc(CNC[C@H]2O[C@@H](n3cnc4c(N)ncnc43)[C@H](O)[C@@H]2O)cc1OC
8 | 3 | CCOC(=O)C(=O)Nc1nnc(COc2ccccc2)s1
13 | -2 | O=C(NCc1cccnc1)C(=O)Nc1nc(C23CC4CC(CC(C4)C2)C3)cs1
7 | -11 | COC(=O)c1cc(NC(=O)C2COc3ccccc3O2)ccc1Cl (configuration not stated)
7 | -6 | O=S(=O)(Cc1ccc(Cl)cc1)c1ccccc1-c1nnc(-c2ccccc2)o1
18 | -33 | COc1ccc(OC)c(N=c2oc3c(OC)cccc3cc2C(=O)NCc2ccco2)c1
26 | -10 | Cc1cc(C(=O)N2CCOCC2)ccc1[N+](=O)[O-]
27 | -19 | CC1CCc2c(sc3nc(CSc4ncn[nH]4)[nH]c(=O)c23)C1 (configuration not stated)
19 | 4 | O=c1[nH]n2c(=O)c3c([nH]c2c1N=Nc1cccc(Cl)c1)CCC3
37 | -14 | COc1ccc(O)c(-c2cc(-c3cccc(Br)c3)n[nH]2)c1
10 | -26 | NNC(=O)c1nc(-c2ccccc2)n2c1CCCCC2
2 | -6 | CN1CCN(/C=N/c2c(C#N)cnn2Cc2ccccc2)CC1
12 | -6 | Cc1nc(C2CCCCC2)c(-c2ccccc2)c(N2CCOC2=O)c1C
11 | -17 | O=C(NCC12CC3CC(CC(C3)C1)C2)c1cc2n(n1)C(C(F)(F)F)CC(c1ccco1)N2 (configuration not stated)
34 | -30 | Cc1cccc(/C=N/NC(=O)c2cc(-c3cccnc3)nc3ccccc23)c1
22 | -28 | Cc1ccc(CN=C(Nc2ccccc2)NC2CCCCC2)cc1
13 | -3 | COc1ccc(C2(O)CCN(C(=O)c3c(F)cccc3F)CC2)cc1
31 | -23 | CN1CCN(C(=O)c2cc3nc(-c4ccc(Cl)cc4)cc(C(F)(F)F)n3n2)CC1
11 | -22 | CCN(CCn1cccn1)Cc1nc(-c2ccccc2)no1
14 | -12 | O=C(CN1CCN(c2ccccn2)CC1)Nc1ccccc1
26 | -7 | CC(C)S(=O)(=O)N1CCCC(C(=O)c2cccc(Cl)c2)C1 (configuration not stated)
2 | 0 | CN(C)CCCO/N=C(\c1ccccc1)c1ccncc1
58 | -1 | O=[N+]([O-])c1cccc(S(=O)(=O)NCC2CCCO2)c1 (configuration not stated)
-2 | -13 | CCOC(=O)C1CCCN(c2nnnn2-c2ccccc2)C1 (configuration not stated)
13 | 1 | CCn1cc(C(=O)O)c(=O)c2cnc(N3CCN(C(=S)NC(=O)c4ccccc4)CC3)nc21
19 | -9 | Cc1cn2c(-c3ccc(Cl)cc3)nnc2s1
7 | -18 | Cc1cc(C(=O)Nc2ccc(Br)cc2)c2ccccc2n1
34 | 0 | CCOc1c(C(N)=O)cc([N+](=O)[O-])cc1[N+](=O)[O-]
9 | -19 | O=C1C=C(c2cccc(Cl)c2)C[C@@H](c2ccc3c(c2)OCO3)C1
12 | -49 | C=CCn1c(SCC#N)nc2ccccc2c1=O
10 | -15 | Cc1ccc(NC(=O)CN(C)C(=O)c2cccc(Br)c2)cc1
13 | -40 | CCCCC(C(=O)OCC)C(N)Cc1ccc(F)cc1 (configuration not stated)
-10 | -20 | COc1ccc(C2(C)NC(=O)N(CC(=O)c3ccc4c(c3)OCO4)C2=O)cc1 (configuration not stated)
12 | -11 | CC1=C(C(=O)Nc2ccc(C)cc2)C(c2ccco2)NC(=O)N1 (configuration not stated)
22 | -3 | O=C1C(Cl)=C(NC2CCCCC2)C(=O)N1Cc1ccccc1
-3 | -29 | CCN1CCCC1CNC(=O)c1csc2c1CCCC2 (configuration not stated)
2 | -8 | O=c1[nH]c2sc3c(c2c2nncn12)CCCC3
18 | -36 | CCOC(=O)c1cc(C#N)c(Oc2ccccc2)nc1-c1ccccc1
8 | -7 | Clc1ccc2nc(CSc3ncn[nH]3)cn2c1
5 | -22 | Brc1ccccc1/C=N/N1CCCCC1
31 | -4 | CCC1CCCCN1CCCNC(=O)Cn1nc(C)n2nc(-c3ccccc3)cc2c1=O (configuration not stated)
21 | -11 | CCc1ccccc1SCc1noc(C(=O)NCC2CCCO2)c1C(=O)O (configuration not stated)
18 | -15 | Cc1ccc(-n2ccc(=O)c(C(=O)Nc3ccc(S(=O)(=O)Nc4nccc(C)n4)cc3)n2)cc1
10 | -2 | CC1(C)Cc2c(c(N3CCOCC3)nc3snc(NC(=O)c4ccccc4)c23)CO1
9 | -40 | COC(=O)C1=C(Nc2ccc(C)cc2)C=C(C)C(C(=O)OC)C1c1ccc(F)cc1 (configuration not stated)
4 | 0 | O=C(O)c1cccn1Cc1ccccc1F

(continued)
OX1R antag-1 | OX1R antag-2 | Compound
22 | 29 | O=S(=O)(c1ccc(Br)cc1)n1ccc2ccccc21
12 | -17 | CC(C)(C)c1[nH]nc2c1C(Cc1ccccc1)C(C#N)=C(N)O2 (configuration not stated)
2 | -8 | O=C(COC(=O)c1ccccc1)Nc1ccccc1Br
10 | -17 | O=c1cc(CSc2nnc(COc3ccccc3)o2)c2ccccc2[nH]1
17 | -18 | CCCOc1ccc(-c2c(C(=O)N/N=C/c3cccs3)nnn2-c2nonc2N)cc1
21 | -25 | CCCCn1c(N)c(-c2nc3ccccc3o2)c2c([N+](=O)[O-])nn(CC)c(=O)c21
6 | -13 | CC(=O)Nc1ccc2c(c1)OCCO2
34 | -4 | O=C(Oc1cccc2cccnc12)c1cccs1
19 | -22 | O=C1[C@@H]2Cc3c([nH]c4ccccc34)C(c3ccccc3)N2C(=O)CN1C1CC1 (some centres not stated)
23 | -33 | CC(C)C(NC(=O)OCc1ccccc1)C(=O)OCC(=O)N1C(C)CCCC1C (configuration not stated)
1 | -10 | CCCNC(=O)N1CCC(C(=O)c2cccc(F)c2)CC1
10 | 11 | Cc1cccc(C)c1NC(=O)Cn1c(=O)c(N2CCCCC2)c(N)n(C)c1=O
3 | -3 | CN(C(=O)COC(=O)C12CC3CC(CC(Cl)(C3)C1)C2)C1(C#N)CCCCC1
13 | -5 | Cc1ccccc1NC(=O)Cc1nc(COC(=O)COc2cccc(C)c2C)cs1
17 | -6 | CCOC(=O)CSc1nc2ccc(Nc3nc(N4CCOCC4)nc(N4CCOCC4)n3)cc2s1

Three compounds from above, ordered by their value in OX1R antag-2, descending.
OX1R antag-1 | OX1R antag-2 | Compound
34 | -4 | O=C(Oc1cccc2cccnc12)c1cccs1
13 | -5 | Cc1ccccc1NC(=O)Cc1nc(COC(=O)COc2cccc(C)c2C)cs1
1 | -10 | CCCNC(=O)N1CCC(C(=O)c2cccc(F)c2)CC1

Ordered by count of non-hydrogen atoms (low to high): some entries from above
OX1R antag-1 | OX1R antag-2 | Compound
10 | -26 | NNC(=O)c1nc(-c2ccccc2)n2c1CCCCC2
2 | 0 | CN(C)CCCO/N=C(\c1ccccc1)c1ccncc1
27 | -19 | CC1CCc2c(sc3nc(CSc4ncn[nH]4)[nH]c(=O)c23)C1 (configuration not stated)
19 | 4 | O=c1[nH]n2c(=O)c3c([nH]c2c1N=Nc1cccc(Cl)c1)CCC3

Additional structures
OX1R antag-1 | OX1R antag-2 | Compound
19 | -15 | Cc1nn(-c2ccccc2)c(C)c1/C=N/NC(=O)c1ccccc1NS(=O)(=O)c1cccs1
8 | -10 | Clc1ccc(-c2cnc3ccccc3n2)cc1
7 | 1 | CC(C)(C)CN1C(=O)C(=O)NC[C@H]1Cc1ccc(O)cc1
10 | -4 | O=C(NCCOc1ccc2ccccc2c1)c1cncc(Br)c1
25 | -35 | C[C@@]12CCC=C[C@H]1[C@H](c1ccc(C(F)(F)F)cc1)N(Cc1ccccc1)C2=O
13 | -4 | CC[C@H](C)Cc1cn([C@@H](CCCCN)C(=O)NCCCCCCCCCCC(=O)N2CCNCC2)nn1
14 | -17 | Cc1ccn(CCC(=O)N2c3ccccc3CC2C)n1 (configuration not stated)
11 | -9 | Cc1noc(C)c1S(=O)(=O)Nc1ccc(C(=O)NCc2ccccc2)cc1
11 | -13 | COc1ccc(N2CCN(CC(=O)NCc3ccccc3)CC2)cc1
1 | -8 | Cc1nc(SC(C)C(=O)NCc2ccc3c(c2)OCO3)nc(C)c1C (configuration not stated)
16 | -18 | Cn1c(Cn2c(=O)sc3ccccc32)nnc1SCC(=O)N1CCc2ccccc21
3 | -11 | Cc1cc(C)c[n+](CC(=O)c2c(C)cc(C)c([N+](=O)[O-])c2C)c1
8 | 4 | Cc1ccn2c(NC(=O)c3ccccc3)c(-c3cccs3)nc2c1
1 | -18 | Cc1cccc(C)c1OCC(=O)N/N=C/C=C/c1ccco1
22 | -10 | CCOc1ccc(NC(=O)Cn2nnc(C(=O)NCCc3ccc(OC)c(OC)c3)c2N)cc1

Gathered by group: the entries above with a tert-butyl group
OX1R antag-1 | OX1R antag-2 | Compound
12 | -17 | CC(C)(C)c1[nH]nc2c1C(Cc1ccccc1)C(C#N)=C(N)O2 (configuration not stated)
7 | 1 | CC(C)(C)CN1C(=O)C(=O)NC[C@H]1Cc1ccc(O)cc1

Going on with the list:
OX1R antag-1 | OX1R antag-2 | Compound
27 | -22 | O=C(Nc1ccccn1)c1ccc(S(=O)(=O)N2CCCCCC2)cc1
10 | -8 | CCN(C(=O)CSc1ncn[nH]1)c1cccc2ccccc12
36 | -40 | COc1ccc(/C=C/C(=O)NC(=S)N2CCN(c3ccccn3)CC2)cc1
10 | -9 | Cc1ccc2oc(=O)c3cnn(CC(=O)N4CCCc5ccccc54)c3c2c1
8 | -1 | CC(=O)N1c2ccc(F)c(F)c2C[C@H]1C
3 | -1 | Cc1ccc(S(=O)(=O)N(C)c2ccc(C(=O)NCC(c3cccs3)N3CCOCC3)cc2)cc1 (configuration not stated)
14 | -10 | COc1cccc(COc2ccc(N(C)S(=O)(=O)c3ccccc3)cc2)c1
15 | -7 | CC(C)N(Cc1ccccc1)C(=O)CN1C(=O)NC2(CCCCCC2)C1=O
2 | -11 | CCCCc1ccc(S(N)(=O)=O)cc1
50* | 44* | COc1ccc(/C=N/NC(=O)c2nnn(-c3nonc3N)c2CN(C)c2ccccc2)cc1
14 | -17 | CS(=O)(=O)N(CC(=O)Nc1ccc(F)c(F)c1)c1cccc([N+](=O)[O-])c1
19 | 36* | Cc1nnsc1SCCNC(=O)Nc1ccc(Cl)cc1
19 | -26 | Fc1ccc2c(c1)C(c1ccncc1)=NNC(c1ccc(Br)cc1)=N2
0 | -10 | CC(Sc1nnc(C2CC2)n1C1CC1)C(=O)Nc1ccc(C(N)=O)cc1 (configuration not stated)
8 | -44 | COc1ccc(/C=C/C(=O)c2ccc3c4c(cccc24)CC3)cc1
12 | 11 | COC(=O)c1cn(NC(=O)c2ccc([N+](=O)[O-])cc2Cl)c(=O)c2ccccc12
1 | -25 | CC1CCCN(C(=O)CCCNC(=O)c2ccc(Cl)cc2)C1 (configuration not stated)
10 | -6 | O=C(N/C(=C/c1ccc(Br)cc1)C(=O)N1CCCC1=O)c1ccco1
37 | -24 | CC1(C)CC(=O)c2cc(NC(=O)c3ccccc3)c(=O)oc2C1
7 | -8 | COc1ccc2cc(C(=O)COC(=O)COc3ccc4c(C)cc(=O)oc4c3)ccc2c1
16 | -16 | Cc1ccc(C)c(NC(=S)NCc2ccc3c(c2)OCO3)c1
7 | -1 | O=C(Nc1ccc(C2CCCCC2)cc1)C1CCN(c2ncccn2)CC1
4 | -1 | CC(=O)Nc1ccc(C(=O)CCl)cc1
17 | -10 | CCOC(=O)N/N=C/c1cn(Cc2ccc(F)cc2)c2ccccc12
-2 | 1 | CCN1CCN(S(=O)(=O)Cc2ccccc2Cl)CC1
11 | -6 | CCCCCc1ccc(CC(=O)O)cc1
0 | 0 | O=C(O)COc1ccc(Br)cc1C(c1c(C(=O)O)[nH]c2ccccc12)c1c(C(=O)O)[nH]c2ccccc12
13 | -25 | COc1cccc(NC(=O)CN2CCN(S(=O)(=O)c3ccc(C(C)C)cc3)CC2)c1
4 | -1 | CCC(C)C(NC(=O)OC(C)(C)C)C(=O)NC(C)C(N)=O (configuration not stated)
2 | 3 | CCc1cccc(OC2OC(CO)C(O)C(O)C2NC(C)=O)c1 (configuration not stated)
15 | 5 | COc1ccc(-c2[nH]nc3c2C(c2ccncc2)C(C#N)=C(N)O3)cc1 (configuration not stated)
4 | 1 | COc1ccc(/C=N/n2cnnc2)cc1Oc1nc(Cl)ncc1F
30 | -9 | COc1ccccc1CCNC(=O)CSc1ccc(-c2ccco2)nn1
21 | -18 | O=C(/C=C/c1ccc2ccccc2n1)c1cc(Br)ccc1O
0 | 14 | CSc1nnc(-c2cnccn2)n1Cc1ccccc1
3 | -13 | CCCCNC(=S)Nc1ccc2cn[nH]c2c1

Compounds as they come (roughly 2.1% active in at least one column).
